Cneo AK release: Cryptococcus neoformans lysis via adenylate kinase release | C. neoformans lysis, adenylate kinase release luminescence, 4 h; normalised: neutral wells 0, clomiphene wells 100 | lysis activity, % at 15 µM | actives 0.2% (n = 360,000);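 active = mean lysis activity across replicates of at least 80%, whatever share of replicates individually reach that level; inactive = mean lysis activity below 80%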
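read-out = cell lysis signal | test system = log-phase Cryptococcus neoformans yeast cells | input = cells at 5 × 10^6 per mL | medium = fresh YPD growth medium | signal = luminescent adenylate kinase detection reagent | timing = 4 h at 37 °C static, read 1 h later | dosing = single dose | controls = Clomiphene as positive lysis control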
PglD DTNB: blocks C. jejuni PglD acetyltransferase activity; purified PglD enzyme, DTNB colorimetric CoA detection; inhibition, % at 12.5 µM; actives 0.098% (n = 360,000); in the data active = inhibition above about 16%, passing the limit was not always enough; note: strong numbers were not always called active
RAD54 branch: inhibitors of human RAD54 branch migration; Q92698; RAD54 Holliday junction branch migration, FAM/BHQ fluorescence; inhibition, % at 10.4 µM; actives 0.14% (n = 360,000); AID 602329;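 active = mean normalized replicate activity at least 40 and at least half of replicates scoring 40 or more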;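 note: 0% = median of neutral control wells and 100% = median of positive control wells; inhibitors cause a drop in the FAM fluorescence signal; in these data hits start at about 50%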
miR-122 sensor: miR-122 inhibition in Huh7 cells | activation (reporter increase), % at 12.5 µM | AID 602342 | Huh7 miR-122 Renilla luciferase sensor, 48 h; neutral wells = 0, positive control = 100 | actives 0.3% (n = 340,000);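 active = mean replicate activation score at least 90 and every replicate individually at or above 90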;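 note: higher luciferase means less miR-122 activity so hits act as miR-122 inhibitors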
ERAP1 inh: blocks human ERAP1 aminopeptidase activity. Q9NZ08. recombinant ERAP1, Leu-AMC fluorescence, 60 min. inhibition, % at 10.7 µM. actives 0.15% (n = 340,000);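 active = mean replicate inhibition of at least 30%, or all replicates individually reaching that 30% level; inactive = mean below 30% and not every replicate reaching it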;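 note: 0% = neutral control wells and 100% = L-leucinethiol positive control wells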
Target sequence (Q9NZ08 whole entry, looked up): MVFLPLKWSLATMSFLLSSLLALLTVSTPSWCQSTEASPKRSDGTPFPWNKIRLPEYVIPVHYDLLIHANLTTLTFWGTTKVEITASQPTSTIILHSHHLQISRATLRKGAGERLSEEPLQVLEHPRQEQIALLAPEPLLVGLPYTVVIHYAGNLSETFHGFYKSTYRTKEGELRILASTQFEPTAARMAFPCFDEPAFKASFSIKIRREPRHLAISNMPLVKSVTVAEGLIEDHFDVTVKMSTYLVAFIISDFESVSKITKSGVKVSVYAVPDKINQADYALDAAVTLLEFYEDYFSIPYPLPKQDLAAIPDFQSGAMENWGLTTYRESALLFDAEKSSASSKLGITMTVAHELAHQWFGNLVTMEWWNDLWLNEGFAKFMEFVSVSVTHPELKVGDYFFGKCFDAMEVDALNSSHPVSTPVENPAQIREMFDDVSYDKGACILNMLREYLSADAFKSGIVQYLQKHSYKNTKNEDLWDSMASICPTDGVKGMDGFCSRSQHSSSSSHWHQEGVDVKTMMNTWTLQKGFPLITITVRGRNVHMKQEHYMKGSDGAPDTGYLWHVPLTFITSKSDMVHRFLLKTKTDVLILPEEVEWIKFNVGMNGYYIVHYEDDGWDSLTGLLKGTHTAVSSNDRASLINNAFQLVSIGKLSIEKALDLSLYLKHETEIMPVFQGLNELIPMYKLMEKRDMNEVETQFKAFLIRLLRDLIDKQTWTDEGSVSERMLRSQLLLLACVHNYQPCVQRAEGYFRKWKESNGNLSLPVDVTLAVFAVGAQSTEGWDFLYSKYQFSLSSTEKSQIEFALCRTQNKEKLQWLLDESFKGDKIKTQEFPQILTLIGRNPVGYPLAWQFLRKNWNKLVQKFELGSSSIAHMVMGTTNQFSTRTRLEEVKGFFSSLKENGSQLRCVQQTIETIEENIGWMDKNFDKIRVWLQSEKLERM
E-selectin induc: E-selectin induction on HUVECs | P16581 | HUVEC E-selectin immunofluorescence imaging; normalized: neutral wells 0, TNF-alpha wells 100 | activation, % at 7.58 µM | actives 0.37% (n = 260,000) | AID 686992;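 active = mean E-selectin-positive cell signal at least 10% of the positive control, reached in at least 60% of replicates, without over 20% cell loss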;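 note: in these data hits start at about 27%; measured in HUVEC primary endothelial cells; signal is the percent of cells scored E-selectin positive by PE staining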
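Material: HUVEC primary endothelial cells; Amount: 3,000 cells per well; Dosing: single concentration; Medium: EGM-2 growth medium on 0.1% gelatin-coated wells; Read-out basis: percent E-selectin-positive cells; Signal: immunofluorescence imaging; Control set: TNF-alpha, DMSO.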
PGC1a acetyl inh: PGC1a acetylation modulation, inhibitor mode | U2OS PGC1a acetylation, AlphaScreen anti-acetyl-lysine; with virally co-expressed GCN5 acetyltransferase | inhibition, % at 15.6 µM | actives 0.17% (n = 350,000) | AID 651687;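 active = every replicate shows inhibition of at least 40%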;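 note: 0% = neutral control wells and 100% = positive control wells; some results beyond the cut were filed as inactive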
RAD52 inh: inhibitors of human RAD52 DNA annealing | P43351 | inhibition, % at 18.7 µM | AID 651710 | actives 0.46% (n = 360,000) | recombinant RAD52 DNA annealing, FRET fluorescence;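 active = every replicate showing at least 50% inhibition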
* hit, by the source's call; . = no result given; [ ] = dose if it differs, or a comment.

SMILES	Cneo AK release	PglD DTNB	RAD54 branch	miR-122 sensor	ERAP1 inh	E-selectin induc	PGC1a acetyl inh	RAD52 inh
O=C(COc1ccc2ccccc2c1)NC1CC1	-1	-2	19	-6	.	.	-1	.
CCOc1ccc(S(=O)(=O)N2CCN(Cc3ccccc3)CC2)c2cccnc12	-1	-10	1	9	.	.	1	.
Cc1cc(C)n(CC2CC(=O)N(c3ccc(F)c(Cl)c3)C2=O)n1 (stereo not drawn)	2	-2	-5	-4	.	.	-11	.
CC(=O)NC[C@H]1[C@H](c2ccc(-c3cccc(F)c3)cc2)[C@H](CO)N1C(C)=O	3	-1	-2	-6[16.7 µM]	.	0.0	2	.
C[C@@H]1CCCCO[C@H](CN(C)C(=O)C2CCCCC2)[C@@H](C)CN([C@@H](C)CO)C(=O)c2cc(NC(=O)NC3CCCCC3)ccc2O1	1	3	-8	10[16.7 µM]	4	.	-2	-9
O=C(Nc1ccccc1F)N1C[C@@H]2[C@H](c3ccccc31)[C@@H](CO)N2C(=O)Cc1ccccc1	-1	0	4	-20[16.7 µM]	-3	0.6	0	-13
Cn1c(CCC(=O)Nc2ccc(N3CCOCC3)cc2)nc(=O)c2ccccc21	-4	1	2	-1	.	.	-7	.
O=C(COC(=O)CNC(=O)c1cccs1)Nc1ccccc1C(F)(F)F	-1	0	2	2	1	4.1	.	-11
C[C@H]1COC(=O)[C@H](Cc2ccc(F)cc2)C/C=C\C[C@@H](CC(=O)NCCO)C(=O)N1	-2	-3	-2	.	.	0.5	.	10
COc1cc(NC2c3ccccc3C(=O)N2c2ccc(C)cn2)cc(OC)c1OC (stereo not drawn)	2	-1	-9	.	2	-1.7	.	1
O=C(C1=C(O)C(=O)N(CCN2CCOCC2)C1c1cccc(Br)c1)c1cc2ccccc2o1 (stereo not drawn)	1	2	1	.	0	0.3	.	-24
O=C(CN1CCOCC1)Nc1ccc2c(c1)OC(F)(F)O2	-1	4	8	2	3	0.0	.	-10
O=C(c1ccco1)N1CCN(C(c2ccccc2Cl)c2nnnn2Cc2ccco2)CC1 (stereo not drawn)	0	-3	-5	1	-2	.	5	-47
CC1CCCC(C)N1C(=O)COC(=O)CCC(=O)c1ccc(F)cc1 (stereo not drawn)	0	-4	1	.	4	6.0	.	-10
C[C@@H]1CN([C@H](C)CO)C(=O)c2cccc(N(C)C)c2O[C@@H]1CN(C)Cc1ccc(Cl)c(Cl)c1	-3	1	-6	4[16.7 µM]	0	-0.1	0	0
CC(=O)N1CCC2(CC1)CC(=O)c1cc(OCC(=O)NCc3ccc(C)cc3)ccc1O2	4	-2	-5	.	.	.	5	.
C/C=C/c1ccc2c(c1)O[C@@H](CN(C)C(=O)c1ccc(F)cc1)[C@H](C)CN([C@@H](C)CO)S2(=O)=O	-15	3	-5	0[16.7 µM]	2	0.7	-11	-3
O=C(NCC[C@H]1CC[C@@H](NS(=O)(=O)c2cccc(F)c2)[C@@H](CO)O1)C1CC1	2	0	-6	0[16.7 µM]	4	-0.3	-2	5
CCN(CC(=O)NCc1cccs1)C(=O)Cc1ccc(Cl)c(Cl)c1	.	.	.	1	1	.	0	1
O=S(=O)(Nc1c(O)ccc2ccccc12)c1ccccc1	-2	-2	-2	-2	.	8.8	6	-20
O=C(C[C@H]1CC[C@@H]2[C@H](COC[C@@H](O)CN2Cc2ccc(Oc3ccccc3)cc2)O1)N1CCCCC1	4	-2	2	-2[16.7 µM]	3	0.0	-3	27
O=c1cc(-c2cccc(F)c2)[nH]c2ccccc12	0	-3	0	.	1	1.5	.	-4
CCCOc1ccc(-c2nnn(CC(=O)c3c[nH]c4ccccc34)n2)cc1	2	2	-17	0	.	.	-10	.
O=C(CC1C[C@H](C(=O)N2CCCCC2)[C@@]2(CCc3ccccc3)c3[nH]c4ccccc4c3CCN2C1=O)NCc1cccc(C(F)(F)F)c1 (stereo partly drawn)	5	0	6	1	.	.	4	-15
Cn1c(=O)c2c(-c3ccccc3)n(-c3ccccc3O)cc2n(C)c1=O	-1	-7	3	-1	0	.	8	-7
Cc1c(N(C)C(=O)c2ccc3c(c2)OCO3)c(=O)n(-c2ccccc2)n1C	-9	-10	-2	-20	.	.	.	.
O=C(Nc1ccc(OCc2ccccc2)cc1)c1cccc([N+](=O)[O-])c1	1	3	-2	-5	5	-0.4	.	-12
O=C(CCN1C(=O)C2C3C=CC(C3)C2C1=O)Nc1ccc2c(c1)OCO2 (stereo not drawn)	1	3	-6	16	.	.	-4	.
Nc1cccc(-c2cn3cccnc3n2)c1	8	7	9	.	2	-0.1	1	-14
NC1=NC(=O)C(c2ccccc2)(c2ccccc2)S1	1	0	1	.	-1	-0.1	2	14
C[C@H]1CN([C@@H](C)CO)C(=O)Cc2cc(NC(=O)Nc3ccc(F)cc3)ccc2O[C@@H]1CN(C)Cc1ccc(Oc2ccccc2)cc1	51	0	4	6[16.7 µM]	5	0.0	3	-7
COCC(=O)Nc1ccc2c(c1)[C@H]1C[C@@H](CC(=O)NCc3ccccc3OC)O[C@H](CO)[C@H]1O2	14	-1	-1	3[16.7 µM]	-3	-0.4	-3	5
CCCNC(=O)C[C@@H]1C[C@H]2c3cc(N(C)C)ccc3O[C@H]2[C@@H](CO)O1	-2	3	4	4[16.7 µM]	2	-0.5	-10	-89
C[C@H]1CN([C@@H](C)CO)C(=O)c2c(c3ccccc3n2C)-c2ccccc2CO[C@@H]1CN(C)C(=O)c1ccccc1	5	0	10	.	-2	-0.1	12	17
O=C(C1CCOCC1)N1CC(=O)N2[C@H](C1)[C@@H](c1ccc(C#CC3CCCCC3)cc1)[C@@H]2CO	.	.	.	.	2	0.2	-5	2
C[C@@H]1CN([C@@H](C)CO)C(=O)c2cc(C#CC3CCCCC3)cnc2O[C@@H]1CN(C)C(=O)Nc1ccccc1	4	0	3	.	.	-1.9	1	-4
O=C(CCNC(=O)c1ccc([N+](=O)[O-])cc1)Nc1ccc(F)cc1	-3	-1	4	.	0	-0.1	-7	-14
CC(C)CC(NC(=O)C(NC(=O)OC(C)(C)C)C(C)C)C(N)=O (stereo not drawn)	.	.	.	.	-4	-0.1	4	-3
CCCn1nnc(NC(=S)NC(=O)c2cccs2)n1	.	-2	2	2	.	.	23	.
Cc1ccc(NC(=O)Cn2c(=O)cnc3ccccc32)cc1S(=O)(=O)N1CCCCC1	1	-3	8	9	0	17	0	-99
N#Cc1cc(-c2ccccc2)oc1NC(=O)c1ccco1	-2	-1	6	24	.	.	-2	.
Cc1ccc2nc(SCC(=O)Nc3cccc(Cl)c3)nc(=O)n2c1	-7	3	1	-3	-3	.	-6	-3
O=C(c1cc(-c2ccncc2)nc2ccccc12)N1CCN(c2ccc(N3CCOCC3)nn2)CC1	20	1	-4	-2	.	.	4	.
CCCCCCc1cc2cc(C(=O)Nc3ccccc3)c(=O)oc2cc1O	-3	0	-2	-1	.	.	4	.
CC(C)NC(=O)N(C)C[C@H]1OCc2ccccc2-c2c(n(C)c3ccccc23)C(=O)N([C@H](C)CO)C[C@H]1C	-2	1	-5	.	-2	-0.1	8	8
COc1cccc(NC(=O)CN(c2cccc(C(F)(F)F)c2)S(C)(=O)=O)c1	-1	-1	-2	-1	.	.	-28	.
C[C@@H]1CN([C@@H](C)CO)C(=O)c2ccccc2-c2ccccc2CO[C@@H]1CN(C)Cc1cccc(C(F)(F)F)c1	.	.	.	.	-4	-2.8	-36	23
CN(c1ccc(OCC(=O)Nc2nc3ccccc3s2)cc1)S(=O)(=O)c1ccccc1	0	-1	-5	.	15	.	.	-21
CN1[C@@H]2c3ccc(-c4ccc(F)cc4)c(=O)n3C[C@H]1[C@H](CO)[C@H]2C(=O)NC1CCCCC1	-3	0	-4	2[16.7 µM]	-2	0.0	.	1
Cc1noc(C)c1S(=O)(=O)Nc1cccc2c1O[C@H](CN(C)Cc1ccc(C(F)(F)F)cc1)[C@H](C)CN([C@H](C)CO)C2=O	1	0	-4	16[16.7 µM]	-3	0.0	16	-45
Next compounds
SMILES	Cneo AK release	PglD DTNB	RAD54 branch	miR-122 sensor	ERAP1 inh	E-selectin induc	PGC1a acetyl inh	RAD52 inh
C[C@@H]1CN([C@H](C)CO)C(=O)c2cccc(NS(=O)(=O)c3ccc(Cl)cc3)c2O[C@@H]1CN(C)S(C)(=O)=O	0	2	1	-2[16.7 µM]	0	-0.8	0	1
C[C@H](CO)N1C[C@H](C)[C@@H](CN(C)S(=O)(=O)c2ccccc2)OCCCC[C@H](C)Oc2ccc(NC(=O)c3ccncc3)cc2C1=O	-3	2	-4	12[16.7 µM]	1	.	0	1
CN(C)c1ccc(C(C(=O)NC2CCCC2)N(C(=O)c2csnn2)C2CC2)cc1 (stereo not drawn)	-1	-4	6	.	1	.	.	-6
Cc1ccnc(N2CCN(c3cc(C)c(C#N)c4nc5ccccc5n34)CC2)c1	-1	8	-7	-4	.	.	-13	.
COc1ccc(CN2CCNC(=O)C2CC(=O)N(C)Cc2nonc2C)c(F)c1 (stereo not drawn)	-4	-5	12	-3	-2	0.0	.	-15
COc1ccc(/C=C/C(=O)Oc2ccc(/C=N/NC(=O)c3ccncc3)cc2)cc1	1	-4	-3	-5	-2	-0.1	29	-7
Nc1nc(-c2ccc(Cl)cc2)nn1C(=O)c1cccnc1	-2	3	5	1	.	.	15	.
O=C1c2ccccc2CCC12OC2c1ccncc1 (stereo not drawn)	-1	2	0	2	-3	.	-3	1
COc1ccc(C(=O)OCC(=O)c2ccc(C3CCCCC3)cc2)cc1	-2	-7	2	-9	.	.	7	.
C=CCn1c(SCC(=O)NCCOC)nnc1-c1cc2c(s1)CCC(CC)C2 (stereo not drawn)	-5	-2	-7	-2	5	0.4	.	1

3 compounds from above, arranged by the value under PGC1a acetyl inh, smallest number first:
canonical_smiles	PglD DTNB	miR-122 sensor	ERAP1 inh	PGC1a acetyl inh	RAD52 inh
Cc1ccnc(N2CCN(c3cc(C)c(C#N)c4nc5ccccc5n34)CC2)c1	8	-4	.	-13	.
C[C@@H]1CN([C@H](C)CO)C(=O)c2cccc(NS(=O)(=O)c3ccc(Cl)cc3)c2O[C@@H]1CN(C)S(C)(=O)=O	2	-2[16.7 µM]	0	0	1
COc1ccc(C(=O)OCC(=O)c2ccc(C3CCCCC3)cc2)cc1	-7	-9	.	7	.

Additional results follow:
SMILES	Cneo AK release	PglD DTNB	RAD54 branch	miR-122 sensor	ERAP1 inh	E-selectin induc	PGC1a acetyl inh	RAD52 inh
Cc1ccc2c(c1)NC(=O)C(CC(=O)O)O2 (stereo not drawn)	-2	0	5	-4	-3	.	2	2
Cc1onc(-c2ccccc2)c1-c1csc(COc2ccccc2)n1	-5	4	-4	.	.	.	-3	1
Cc1cc(C)cc(N(CC(=O)NCc2ccc(F)cc2)C(=O)c2snc(C(N)=O)c2N)c1	.	.	.	0	3	0.1	.	-6
C[C@@H]1CN([C@@H](C)CO)C(=O)c2cc(NC(=O)c3ccncc3)ccc2O[C@@H](C)CCCCO[C@H]1CN(C)C(=O)C1CCCCC1	-2	1	-1	-4[16.7 µM]	1	0.0	-1	11
Cc1ccc(N(CC(=O)NC2CCCCC2)S(=O)(=O)c2c(C)nn(C)c2C)cc1	1	3	-7	-4	-5	-0.1	-4	-4
CC(C)Cc1nnc(NC(=O)CSc2ccccn2)s1	3	2	5	-4	.	.	-19	.

Source: PubChem
